KB-3-1 cytotox – KB-3-1 parental cell cytotoxicity | actives 1.4% (n = 400,000) | KB-3-1 viability, CellTiter-Glo ATP luminescence, 72 h | AID 1347075 | Potency, µM (top dose mostly 46.1 µM), for the others: top-dose activity change, negative = cytotoxic, most hits filed as cytotoxic; note: % is set by controls: 0 for no effect and ±100 for the full control effect; nearly all actives have a fitted effect of over 60% in size
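KB-3-1 parental drug-naive adenocarcinoma cells in DMEM/10% FBS, incubated 72 h at 37 C with pin-transferred compounds across a concentration series. Viability by CellTiter-Glo luminescence; concentration-response curves fitted after normalization.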
HT1080 IDH1KD tx – HT-1080 IDH1 knockdown cell toxicity (counter line) | AID 686971 | Potency, µM (titrated, usually from 46.1 µM), inactives show top-dose activity, negative = toxicity, hits mostly cytotoxic | actives 2% (n = 360,000) | HT-1080 IDH1 knockdown viability, ATP luminescence, 48 h;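 note: 0% = DMSO wells and -100% = cell-free medium wells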
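IDH1KD HT-1080 cells, 750/well, RPMI + 5% FBS; compound pinned after 2 h settling; 48 h, 37 °C; CellTiter-Glo luminescence; % activity normalised to DMSO and no-cell wells; curves fitted, classed by r2 and efficacy.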
GLP1R inv ag – acts as inverse agonist at human GLP-1 receptor. Potency, µM (titrated, usually from 38.3 µM), without a hit: top-dose activity change, negative = inhibition, actives largely listed as inhibitors. AID 624417. actives 1.6% (n = 410,000). P43220. HEK293 GLP-1R CRE-luciferase, luminescence, 24 h; GLP-1R form is constitutively active; note: % is set by controls: 0 for no effect and ±100 for the full control effect; nearly all actives have a fitted effect of over 55% in size
Target sequence (P43220 whole entry, looked up): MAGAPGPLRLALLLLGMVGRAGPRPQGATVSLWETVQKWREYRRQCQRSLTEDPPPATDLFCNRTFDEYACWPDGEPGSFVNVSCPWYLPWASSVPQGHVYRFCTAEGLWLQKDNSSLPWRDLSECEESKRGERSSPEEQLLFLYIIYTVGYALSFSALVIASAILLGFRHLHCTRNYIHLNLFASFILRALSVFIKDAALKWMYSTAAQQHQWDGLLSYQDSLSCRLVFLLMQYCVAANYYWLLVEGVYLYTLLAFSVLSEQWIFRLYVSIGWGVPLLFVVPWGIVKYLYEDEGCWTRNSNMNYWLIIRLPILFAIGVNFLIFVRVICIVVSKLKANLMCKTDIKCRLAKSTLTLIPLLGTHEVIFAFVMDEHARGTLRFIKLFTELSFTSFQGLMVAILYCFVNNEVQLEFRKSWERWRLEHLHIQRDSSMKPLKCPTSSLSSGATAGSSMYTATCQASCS
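HEK293 cells stably co-expressing constitutively active GLP-1R and a cAMP-responsive luciferase reporter were seeded in DMEM with 10% Nu serum, given compounds after 12 h, and incubated 24 h at 37 deg C. Luminescence was then read.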
GLP-1R agonist – activates the human GLP-1 receptor | AID 624172 | Potency, µM (top dose mostly 45.6 µM), without a hit: at the highest dose activation, hits mostly activators | P43220 | HEK293 GLP-1R CRE-luciferase, luminescence, 4-6 h; cells express a hypersensitive GLP-1R form | actives 0.007% (n = 380,000); note: % of control where 0% means no effect
HT1080-NT tox – kills 2HG-producing HT-1080-NT fibrosarcoma cells; HT-1080-NT fibrosarcoma viability, CellTiter-Glo ATP luminescence, 48 h; actives 1.6% (n = 360,000); AID 686970; Potency, µM (titrated, usually from 46.1 µM), for inactives: at the highest dose activity, negative = less viability, usual class: cytotoxic;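 note: NT is the 2HG producing partner of a matched IDH1 knockdown line; 0% = DMSO-treated cells and -100% = media-only wells without cells; nearly all actives have a fitted effect of over 55% in size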
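HT-1080-NT fibrosarcoma cells (2HG-overproducing), 750 cells/well in RPMI with 5% FBS, dosed after 2 h and incubated 48 h at 37C. CellTiter-Glo luminescence normalized to DMSO and no-cell wells; concentration-response curves fitted and classed.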
KB-V1 MDR tox – kills drug-selected multidrug resistant KB-V1 cells; KB-V1 MDR cells viability, CellTiter-Glo, 72 h; Potency, µM (titrated, usually from 46.1 µM), for the others: top-dose activity change, negative = cytotoxicity, most hits filed as cytotoxic; actives 3.4% (n = 400,000); AID 1347076; note: % is set by controls: 0 for no effect and ±100 for the full control effect; nearly all actives have a fitted effect of over 60% in size
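Readout: CellTiter-Glo luminescence, 10 min after addition. Cells: KB-V1 MDR subline, 72 h at 37 degrees C with compound. Analysis: corrected, normalized data fitted to concentration-effect curves.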
HEK293 tox – cytotoxicity in counter-screen for GLP-1R inverse agonists; AID 624418; actives 0.13% (n = 410,000); HEK293 cAMP-luciferase reporter cells, luminescence, 24 h; Potency, µM (highest dose often 38.3 µM), inactives show at the highest dose activity change, negative = inhibition, hits mostly inhibitors;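 note: loss of luciferase light is scored as toxicity; % is set by controls: 0 for no effect and ±100 for the full control effect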
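Seeding density was 200 cells/uL; after overnight-length (12 h) culture, 23 nL compounds went on for 24 h at 37 °C. Readout used a luciferase detection reagent, luminescence taken after 12 min at room temperature.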
SW480 rerep – DNA re-replication induction in SW480 cells; AID 624297; actives 1.8% (n = 340,000); SW480 DNA re-replication, Hoechst DNA content imaging, 48 h; Potency, µM (series often up to 46.1 µM), for the others: at the highest dose re-replication activation, actives largely listed as activators; note: % of control where 0% means no effect; nearly all actives have a fitted effect of over 55% in size
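Quantitative HTS format with DMSO vehicle controls; 48 hr drug incubation at 37 C, then 40 min Hoechst staining and scanning imager measurement at 405 nm excitation.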
TDP43 rescue – rescues yeast growth from TDP-43 toxicity | actives 1.8% (n = 410,000) | TDP-43 expressing yeast growth rescue, BacTiter-Glo, 24 h | AID 652104 | Potency, µM (series often up to 46.1 µM), inactives show at the top dose growth rescue (activation), actives largely listed as activators; note: % of control where 0% means no effect; nearly all actives have a fitted effect of over 50% in size
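Luminescence from BacTiter-Glo reports growth of TDP-43-expressing yeast after 24 hr at 30 deg C with compound. Cells were raffinose-pregrown to mid-log, then seeded in galactose medium at OD600=0.02.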
An asterisk follows results filed as active; ? = inconclusive; · = not tested or not shown; & = joins results of further samples; [ ] = dose if it differs, or a comment. Calls come from the whole dose curve; as a rule, active = well fitted curve in the direction sought with a large enough effect; inconclusive = small, poorly fitted or top-dose-only effect, or another doubt; inactive = no such curve, though single readings can be large; an effect the other way counts as inactive or inconclusive. Potency is the fitted concentration of half-maximal effect.

Second line of a record: KB-3-1 cytotox, HT1080 IDH1KD tx, GLP1R inv ag, GLP-1R agonist, HT1080-NT tox, KB-V1 MDR tox, HEK293 tox, SW480 rerep, TDP43 rescue
> CCN(CC(=O)Nc1c(F)cccc1F)C(=O)c1cccc(S(=O)(=O)N2CCCCCC2)c1
    -6%, -1%, -21%, 2%, -3%, 2%, 0%, -8%, -5%
> COc1ccc(NC(=O)COc2ccc(S(=O)(=O)NC3CCCCC3)cc2)c(OC)c1
    0%, ·, 7%, ·, ·, 16%, 1%, ·, 7%
> CCN(CC(=O)NCc1cccs1)C(=O)c1ccc(C)o1
    -3%, -4%, -21%, 1%, -5%, 0%, 0%, 17%, 0%
> CCOC(=O)C(NC(C)=O)C(=O)Nc1ccc(OC)cc1 (configuration not stated)
    -8%, -2%, 13%, -1%, 15%, -11%, 10%, -13%, 0%
> Cc1nnc(SCc2cn3ccsc3n2)n(N)c1=O
    -2%, 1%, 13%, 4%, 2%, 0%, 18%, -5%, -6%
> CC(C)CNC(=O)COC(=O)Cc1ccc(Cl)cc1
    -4%, 23%, 10%, 7%, 21%, 5%, 14%, -15%, 2%
> Cc1ccc(N(C(C)C(=O)NCc2ccncc2)S(C)(=O)=O)cc1C (configuration not stated)
    -9%, 13%, -4%, 5%, -7%, 0%, 21%, -9%, -1%
> CCOc1ccccc1N(C(=O)c1snc(C(N)=O)c1N)C(C(=O)NCc1ccccc1)c1ccc(O)cc1 (configuration not stated)
    -26%, ?, -26%, 3%, -29%, -6%, -6%, ?, 11%
> Cc1c(Cl)c([N+](=O)[O-])nn1CC(=O)NCc1ccco1
    4%, 3%, 2%, -11%, 14%, 16%, -5%, -5%, 1%
> CN(CC(=O)Nc1ccc(F)cc1)C(=O)Cn1cnc2ccc([N+](=O)[O-])cc2c1=O
    0%, 17%, ?, -11%, 3%, 5%, -9%, 0%, 8%
> O=C1N=C(N2CCCC2)S/C1=C\c1ccccc1
    -7%, 6%, 43%[activator], 7%, -3%, -4%, -9%, -18%, 1%
> O=C(Nc1c(C(=O)N2CCOCC2)oc2ccccc12)c1ccccc1Cl
    -2%, 1%, 40%[activator], 6%, -6%, -2%, 8%, -3%, -3%
> CN(C(=O)COC(=O)c1cnc(Cl)c(Cl)c1)C1CCS(=O)(=O)C1 (configuration not stated)
    0%, 22%, 12%, 1%, 0%, 14%, -1%, -1%, -13%[0.397 µM]
> CC(C)(C)C(=O)Nc1scc(-c2ccc(-c3ccccc3)cc2)c1C(=O)O
    0%, -13%, ?, -6%, 0%, -7%, -21%, 10%, 14%
> CCCCOC(=O)C1C2C=C[C@]3(CN(CCCOC)C(=O)[C@H]13)O2 (some centres not stated)
    4%, 9%, 9%, 0%, 4%, 21%, 13%, -4%, 7%
> CC1(C)C(=O)OC(c2cccn2-c2ccc([N+](=O)[O-])cc2)C2(CCCCC2)C1=O (configuration not stated)
    5%, 11%, 19%, -3%, 9%, 1%, -11%, -5%, 7%
> COCCCn1c(-c2ccc(OC)cc2)nc2c1c(=O)[nH]c(=O)n2Cc1ccccc1
    1%, -27%, 9%, 10%, -12%, -3%, 12%, ?, -18%
> Cc1ccc2nc(SCC(=O)Nc3cc([N+](=O)[O-])ccc3F)[nH]c2c1
    -29%, -8%, 3%, 12%, -8%, 21µM*, 5%[1.53 µM], -3%, 6%
> Cc1cccc(-c2noc(-c3cccnc3NCc3ccco3)n2)c1
    -4%, ·, 57%[activator], ·, ·, 1%, 0%, ·, 21%
> CC1CN(c2nc3c(c(=O)n(Cc4ccc(Cl)c(Cl)c4)c(=O)n3C)n2C)CC(C)O1 (configuration not stated)
    ?, -16%, ?, 1%, -7%, 5.2µM*, 2%, ?, 25µM*
> CCCCC(=O)Nc1cnc(NC(=O)c2ccco2)cc1C
    -2%, 1%, 20%, 18%, 3%, -14%, 10%, 1%, -5%
> S=C(Nc1ccc(Cl)cc1)NC1CCN(Cc2ccccc2)CC1
    ?, -1%, ?, -4%, 4%, 0%, ?, ?, 12%
> CCOC(=O)c1cccc(-n2cccc2/C=C2\NC(=O)N(CC(=O)O)C2=O)c1
    6%, ·, ·, -6%, ·, 2%, ·, -4%, ·
> COc1ccc(NC(=O)C2Cc3c(-c4ccccc4Oc4ccccc4)ccnc3O2)cc1OC (configuration not stated)
    -4%, ?, ?, -3%, ?, ?, -3%, ·, 11µM*
> COc1cc2c(-c3ccccc3)c(C)oc2cc1/C=N/NC(N)=S
    -17%, -13%, -18%, -4%, -15%, 0%, -18%, ?, 9%
> O=S(=O)(Cc1cc(Oc2ccccc2)nc(-c2ccccc2)n1)c1ccccc1
    12%, 3%, ?, -5%, 0%, -7%, -5%, -5%, 15%
> CCc1c(C)[nH]c(C(=O)OCc2ccccc2)c1C
    -27%, -5%, ?, 25%, -8%, 17%, 4%, -7%, 21%
> COc1ccc(-c2ccc(C#N)c(SCC(=O)NC3CC3)n2)cc1OC
    1%, 4%, 26%, 7%, 11%, -18%, 1%, -1%, 11%
> COc1ccc(OC)c(CCNC(=O)c2ccc(CS(=O)Cc3cccc(Cl)c3)o2)c1 (configuration not stated)
    3%, -8%, ?, -1%, -20%, 3%, -8%&-4%, 0%, 16%&14%
> CCn1c(CCNC(=O)c2cccs2)nnc1SCC(=O)Nc1cccc(Cl)c1
    15%, -3%, 0%, 0%, 1%, 11%, -2%, 1%, 15%

Some of these compounds in order of length of the SMILES, lowest first.
Second line of a record: KB-3-1 cytotox, HT1080 IDH1KD tx, GLP1R inv ag, GLP-1R agonist, HT1080-NT tox, KB-V1 MDR tox, HEK293 tox, SW480 rerep, TDP43 rescue
> CCc1c(C)[nH]c(C(=O)OCc2ccccc2)c1C
    -27%, -5%, ?, 25%, -8%, 17%, 4%, -7%, 21%
> S=C(Nc1ccc(Cl)cc1)NC1CCN(Cc2ccccc2)CC1
    ?, -1%, ?, -4%, 4%, 0%, ?, ?, 12%
> COc1cc2c(-c3ccccc3)c(C)oc2cc1/C=N/NC(N)=S
    -17%, -13%, -18%, -4%, -15%, 0%, -18%, ?, 9%
> COc1ccc(-c2ccc(C#N)c(SCC(=O)NC3CC3)n2)cc1OC
    1%, 4%, 26%, 7%, 11%, -18%, 1%, -1%, 11%
> CCn1c(CCNC(=O)c2cccs2)nnc1SCC(=O)Nc1cccc(Cl)c1
    15%, -3%, 0%, 0%, 1%, 11%, -2%, 1%, 15%
> O=S(=O)(Cc1cc(Oc2ccccc2)nc(-c2ccccc2)n1)c1ccccc1
    12%, 3%, ?, -5%, 0%, -7%, -5%, -5%, 15%
> Cc1ccc2nc(SCC(=O)Nc3cc([N+](=O)[O-])ccc3F)[nH]c2c1
    -29%, -8%, 3%, 12%, -8%, 21µM*, 5%[1.53 µM], -3%, 6%
> COc1ccc(NC(=O)C2Cc3c(-c4ccccc4Oc4ccccc4)ccnc3O2)cc1OC (configuration not stated)
    -4%, ?, ?, -3%, ?, ?, -3%, ·, 11µM*
> CC1CN(c2nc3c(c(=O)n(Cc4ccc(Cl)c(Cl)c4)c(=O)n3C)n2C)CC(C)O1 (configuration not stated)
    ?, -16%, ?, 1%, -7%, 5.2µM*, 2%, ?, 25µM*
> CC1(C)C(=O)OC(c2cccn2-c2ccc([N+](=O)[O-])cc2)C2(CCCCC2)C1=O (configuration not stated)
    5%, 11%, 19%, -3%, 9%, 1%, -11%, -5%, 7%

Retrieved by structure from above, 2 records:
Second line of a record: KB-3-1 cytotox, HT1080 IDH1KD tx, GLP1R inv ag, GLP-1R agonist, HT1080-NT tox, KB-V1 MDR tox, HEK293 tox, SW480 rerep, TDP43 rescue
> CCn1c(CCNC(=O)c2cccs2)nnc1SCC(=O)Nc1cccc(Cl)c1
    15%, -3%, 0%, 0%, 1%, 11%, -2%, 1%, 15%
> COc1ccc(NC(=O)C2Cc3c(-c4ccccc4Oc4ccccc4)ccnc3O2)cc1OC (configuration not stated)
    -4%, ?, ?, -3%, ?, ?, -3%, ·, 11µM*

(more compounds)
Second line of a record: KB-3-1 cytotox, HT1080 IDH1KD tx, GLP1R inv ag, GLP-1R agonist, HT1080-NT tox, KB-V1 MDR tox, HEK293 tox, SW480 rerep, TDP43 rescue
> CC(C)N(C(=O)CSc1nnc(Cc2ccc3c(c2)OCO3)n1C)C(C)C
    11%, -1%, 17%, 1%, 23%, 11%, 0%, -11%, -6%
> COc1ccc(NC(=O)CSc2nc3ccccc3n2-c2ccccc2)c([N+](=O)[O-])c1
    -28%, -20%, -30%, 25%, -2%, -5%, -6%, 12%, 17%
> CC(C)Cn1c(N)c(C(=O)CSc2nncs2)c(=O)n(C)c1=O
    3%, 5%, 7%, -7%, 0%[9.24 µM], -2%, -2%, -25%, 13%
> Cc1cc(C)c(OCCCCN(C)Cc2ccccc2)c(C)c1
    -3%, -2%, ?, 0%, -17%, -5%, 2%, 0%, -14%
> CCCS(=O)(=O)NC(=O)C1(C)CCCN(C(=O)C(C)(C)Oc2ccc(Cl)cc2)C1 (configuration not stated)
    0%, 8%, 5%, -2%, 12%, 0%, -4%, ·, 8%
> Cc1ccc(NC(=O)CS(=O)CC(=O)Nc2cnc3ccccc3c2)cc1Cl (configuration not stated)
    -1%, -17%, ?, -1%, -7%, -2%, -3%, -1%, 19%
> Cn1cc(S(=O)(=O)N2CCCC(C(=O)O)C2)cn1 (configuration not stated)
    9%, -13%, 14%, 0%, 7%, -30%, 4%, -9%, 12%
> COc1cc(C(=O)OCC(=O)NC(C)CCc2ccccc2)cc(OC)c1OC (configuration not stated)
    3%, -3%, -24%, 18%, -2%, -11%, -7%, 3%, -13%
> CCCCn1c(=O)c(CCC(=O)OC(C)C(=O)Nc2cccc(Cl)c2Cl)nc2ccccc21 (configuration not stated)
    0%, 6%, 17%, 2%, 4%, -1%, -12%, 1%, 17%
> COc1ccccc1N1CCN(S(=O)(=O)c2cc(-c3cc(C)no3)ccc2C(C)C)CC1
    -4%, 0%, 1µM*, 5%, -8%, 0%, -9%, ?, -3%

Screening data from PubChem.
